# telomere uncapping – survival after telomere uncapping, modulators, primary screen, cell-based (AID 1259312) | HCT116 + Ad-hTR-mut, survival, MTT, 5 d; stronger effect = higher value | hit rate 4.5% among 4,500 | fold change at 10 µM;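 active means cell survival measured by absorbance rises more than 2.5-fold over infected cells without compound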;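 further: virus expresses mutant telomerase RNA that uncaps telomeres and kills cells; compound added 2 days after infection so exposure lasts 3 days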
# The depositor's hits bear a star; i = inactive. This is a subset. The share of hits here may be higher or lower than overall.
smiles,telomere uncapping
Cc1[nH]c2c(Cl)cc(Cl)cc2c1CCN,-20
O=C1NC(=O)C(CCc2ccncc2)(Cc2ccc(F)cc2)C(=O)N1,1
O=C(CCl)Nc1ccccn1,-1.4
CN1C(=O)C(=Cc2ccc3c(c2)OCO3)C(=O)N(C)C1=O,-1.2
N#Cc1c(/N=C/c2c(O)n(Cc3ccco3)c(=O)[nH]c2=O)sc2c1CCCC2,i
COc1cc2c(cc1O)CCNC2C (stereo not drawn),4.6*
CN1C[C@@H](CO)C=C2c3cccc4[nH]cc(c34)CC21 (stereo partly drawn),1.3
CN1CC2c3ccccc3OC(c3ccc(Cl)cc3)C2([N+](=O)[O-])O1 (stereo not drawn),1.2

# Individual results from the entries so far:
# telomere uncapping result of `CN1CC2c3ccccc3OC(c3ccc(Cl)cc3)C2([N+](=O)[O-])O1` (stereo not drawn) is entered as 1.2
# telomere uncapping result of `Cc1[nH]c2c(Cl)cc(Cl)cc2c1CCN` is entered as -20
# telomere uncapping result of `COc1cc2c(cc1O)CCNC2C` (stereo not drawn) is entered as 4.6*
# telomere uncapping result of `O=C1NC(=O)C(CCc2ccncc2)(Cc2ccc(F)cc2)C(=O)N1` is entered as 1

# The list continues.
smiles,telomere uncapping
COCCOC(=O)C1=C(C)OC(N)=C(C(=O)OC(C)C)C12C(=O)Nc1ccccc12 (stereo not drawn),1.6
CCSc1oc(C)cc1C=C(C#N)C#N,-2.4
CN1C2CCC1CC(=O)C2,-1.5
Clc1ccc2c(N3CCNCC3)ccnc2c1,-2.1
C/C=C1/CN2CC[C@]34C(=C(C=O)[C@H]1C[C@H]23)Nc1ccccc14,-1.2
C=C(C)[C@H]1Cc2c(ccc3c2O[C@@H]2COc4cc(OC)c(OC)cc4[C@@H]2C3=O)O1,-2.6
C=C[C@H]1CN2CCC1CC2c1[nH]c2ccccc2c1CCO (stereo partly drawn),-1.1
NCC(O)c1cccc(O)c1 (stereo not drawn),-1.2

# Among those listed so far, four contain a Cl atom.
smiles,telomere uncapping
Cc1[nH]c2c(Cl)cc(Cl)cc2c1CCN,-20
O=C(CCl)Nc1ccccn1,-1.4
CN1CC2c3ccccc3OC(c3ccc(Cl)cc3)C2([N+](=O)[O-])O1 (stereo not drawn),1.2
Clc1ccc2c(N3CCNCC3)ccnc2c1,-2.1

# Two entries from above, reformatted.
CCSc1oc(C)cc1C=C(C#N)C#N
- telomere uncapping: -2.4

CN1C2CCC1CC(=O)C2
- telomere uncapping: -1.5

# The list goes on.
smiles,telomere uncapping
Cc1sc(C=C(C#N)C#N)cc1[N+](=O)[O-],-2.5
COc1ccc2c3c([nH]c2c1)C(C)=NCC3,i
CCCC1=C(C(=O)OC(C)(C)C)C2(C(=O)Nc3ccccc32)C(C(=O)OCC)=C(N)O1 (stereo not drawn),1.2
O=[N+]([O-])C(Br)(CO)CO,-4.7
NCCc1c[nH]c2ccc(O)cc12,-1.5
N#Cc1ccc(C2C([N+](=O)[O-])=C(N)Oc3c2c(=O)oc2ccccc32)cc1 (stereo not drawn),-1
COC(=O)C1=CN2C(C(N)=O)C(c3ccsc3)C(C#N)(C(C)=O)C2C=C1 (stereo not drawn),2.4

# Screens from PubChem BioAssay.
